# Screens from PubChem BioAssay.
# OXTR potentiate = human OXTR potentiation; P30559; CHO-OTR cells, Fluo-8 calcium fluorescence, potentiator mode; 0% = oxytocin EC15, 100% = EC100; activation, % at 3 µM; 320,000 tested, 0.061% active;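 active means activation above that plate's cutoff, the mean activation of tested compounds plus 3 SD, cut at about 6.6% in these data, passing the limit was not always enough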;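 further: 100% uses oxytocin at 75 nM as the full agonist control; some results filed as inactive read as strong as hits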
#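 assay system = CHO-OTR cells, human receptor | schedule = compound 6 min at room temperature before oxytocin, 100 s read | detection = Fluo-8 intracellular calcium fluorescence, ex 470-495, em 515-575 nm | evaluation = normalized max/min fluorescence ratio, % activation | control set = EC15 oxytocin alone as 0%, 75 nM oxytocin (EC100) as 100%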
# GPR7 antag = human neuropeptides B/W receptor 1 antagonism; P48145; GPR7-expressing cells, fluorescence antagonist assay; inhibition, % at 4.4 µM; 290,000 tested, 1.1% active; AID 1861; in the data active means inhibition above about 16%, passing the limit was not always enough;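 further: cells stimulated with the agonist NPW; 0% = agonist with vehicle and 100% = vehicle without agonist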
# Target sequence (P48145 whole entry, looked up): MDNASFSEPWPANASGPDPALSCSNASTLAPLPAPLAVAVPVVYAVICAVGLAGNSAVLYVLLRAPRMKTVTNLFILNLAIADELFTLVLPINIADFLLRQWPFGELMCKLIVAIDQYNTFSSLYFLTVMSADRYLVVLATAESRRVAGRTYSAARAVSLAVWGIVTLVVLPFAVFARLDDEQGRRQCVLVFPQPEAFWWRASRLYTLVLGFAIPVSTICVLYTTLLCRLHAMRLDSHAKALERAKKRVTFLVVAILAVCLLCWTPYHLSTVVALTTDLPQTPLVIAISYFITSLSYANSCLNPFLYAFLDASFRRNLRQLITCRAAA
# CHO-K1 Ca antag = counter-screen for M1 antagonists: effect in parental CHO-K1 cells. ATP-induced calcium, Fluo-8 fluorescence. inhibition, % at 3 µM. 360,000 tested, 0.6% active. AID 602250;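 active means inhibition above a per-plate cutoff, the plate's mean sample inhibition plus 3 SD, cut at about 24% in these data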;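 further: 0% = DMSO plus EC80 ATP and 100% = DMSO alone without ATP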
# M1 PAM parental = M1 PAM counterscreen hit in parental CHO-K1 cells. activation, % at 3 µM. AID 602247. ATP EC20, Fluo-8 calcium fluorescence; 0% at ATP EC20, 100% at ATP max. 360,000 tested, 0.02% active;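 active means activation above the run cutoff, the mean activation of all test compounds plus 3 SD, cut at about 40% in these data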;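 further: peak over basal fluorescence ratio in a 140 s read after ATP addition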
# CHO parental Ca = counter-screen for OX1R antagonists: effect in parental CHO cells | inhibition, % at 5.6 µM | 330,000 tested, 0.63% active | parental CHO-K1, ATP-induced calcium, Fluo-8 fluorescence;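 active means inhibition above that plate's mean sample inhibition plus 3 SD, cut at about 26% in these data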;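 further: 0% = ATP-challenged DMSO wells and 100% = DMSO wells without ATP; some compounds past the cut are filed as inactive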
#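 Test system: untransfected parental CHO cell line. Compound: one dose, 5.6 µM nominal. Detection: intracellular calcium via Fluo-8 no-wash fluorescent dye. Measure: % inhibition. Benchmarks: ATP-challenged DMSO wells low, unchallenged DMSO wells high.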
# V1aR counter = V1a receptor agonism, counter-screen for OXTR agonists | 320,000 tested, 0.25% active | AID 2797 | P37288 | activation, % at 3 µM | CHO-V1R cells, Fluo-8 calcium fluorescence, agonist mode; 0% DMSO, 100% 3 nM vasopressin;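 active means activation above the mean activation of all tested compounds plus 3 SD, per screening run, cut at about 20% in these data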;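 further: signal is peak over basal fluorescence ratio across a 100 second FLIPR read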
# Target sequence (P37288 whole entry, looked up): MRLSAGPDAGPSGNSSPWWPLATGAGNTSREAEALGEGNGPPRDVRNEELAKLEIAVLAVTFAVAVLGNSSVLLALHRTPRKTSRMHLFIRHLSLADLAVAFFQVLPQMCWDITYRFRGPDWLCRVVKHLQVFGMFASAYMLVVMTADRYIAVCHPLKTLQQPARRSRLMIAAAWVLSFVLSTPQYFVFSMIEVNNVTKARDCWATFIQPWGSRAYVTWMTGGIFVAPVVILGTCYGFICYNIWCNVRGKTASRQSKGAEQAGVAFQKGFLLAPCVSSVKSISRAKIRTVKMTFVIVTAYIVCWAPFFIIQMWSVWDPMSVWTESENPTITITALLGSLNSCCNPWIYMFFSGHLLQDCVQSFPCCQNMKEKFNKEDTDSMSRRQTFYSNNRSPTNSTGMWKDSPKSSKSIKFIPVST
# M1 ag parental = nonselective activator or artifact in parental CHO-K1 cells | Fluo-8 calcium fluorescence; scaled to maximal ATP response, vehicle zero | activation, % at 3 µM | 360,000 tested, 0.48% active; in the data active means activation above about 15%;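 further: untransfected CHO-K1 host cells lacking M1 receptor as counterscreen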
# OXTR ag = human OXTR agonism. 320,000 tested, 0.32% active. P30559. CHO-OTR cells, Fluo-8 calcium fluorescence; normalized: DMSO 0%, oxytocin 100%. AID 2435. activation, % at 3 µM;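 active means activation above the mean of all tested compounds plus 3 SD, cutoff set per screening run, cut at about 20% in these data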;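 further: peak over basal fluorescence ratio from a 100 s FLIPR kinetic read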
# TAAR1 antagonist = human TAAR1 antagonism; Q96RJ0; CHO RD-HGA16 TAAR1, Fluo-8 calcium fluorescence, antagonist; inhibition, % at 3 µM; 360,000 tested, 1.5% active; AID 624466;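 active means inhibition above a per-plate cutoff, the mean inhibition of test compounds on that plate plus 3 SD, cut at about 49% in these data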;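 further: 0% = DMSO plus EC80 beta-PEA response and 100% = DMSO alone without agonist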
# Target sequence (Q96RJ0 whole entry, looked up): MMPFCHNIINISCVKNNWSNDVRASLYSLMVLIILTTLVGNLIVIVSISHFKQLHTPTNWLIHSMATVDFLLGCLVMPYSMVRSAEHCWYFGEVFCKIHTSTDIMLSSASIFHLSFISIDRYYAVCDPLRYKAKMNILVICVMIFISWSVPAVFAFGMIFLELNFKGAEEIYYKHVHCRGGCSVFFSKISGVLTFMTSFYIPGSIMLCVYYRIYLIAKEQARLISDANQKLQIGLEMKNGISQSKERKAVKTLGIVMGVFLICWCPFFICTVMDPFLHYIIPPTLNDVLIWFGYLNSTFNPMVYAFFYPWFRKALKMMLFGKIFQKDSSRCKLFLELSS
#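 Test system: hTAAR1-expressing CHO RD-HGA16 cells, Gα16-coupled; Probe or stimulus: EC80 β-phenethylamine stimulus; Compound dosing: single nominal final test compound concentration of 3 µM; Timing: 140 s kinetic read after compound, 140 s after agonist; Signal: Fluo-8 calcium-sensitive fluorescence; Measure: % inhibition of agonist calcium response; Controls: DMSO and EC80 PEA controls.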
# Active calls of the source: *; . = no result given.
SMILES	CHO parental Ca	OXTR potentiate	M1 PAM parental	M1 ag parental	CHO-K1 Ca antag	OXTR ag	GPR7 antag	TAAR1 antagonist	V1aR counter
CCC(C)C(CO)NCCCn1cnc(C(=O)Nc2ccc(C)c(C)c2)n1 (stereo not drawn)	.	.	0	0.2	-8	.	.	9	.
Cc1nc2ccccc2n1C(=O)N(C)C	-8	0	-12	-0.1	14	1.6	-1	8	0.9
COc1ccc(NC(=O)CN(C)C(=O)Cn2cnc3c2c(=O)n(C)c(=O)n3C)cc1	2	-2	1	0.5	-2	0.9	.	-12	0.6
COc1cc(C(=O)NC23CC4CC(CC(C4)C2)C3)cc(OC)c1OC	.	.	19	0.3	-5	.	-2	-28	.
CCc1ccc(CN2CCC(n3nccc3NC(=O)c3ccccc3Cl)CC2)cc1	-13	-1	4	9.2	0	3.0	1	-2	4.4
CC1Cc2ccccc2N1C(=O)COC(=O)C1(c2ccccc2F)CCCC1 (stereo not drawn)	-11	-8	26	0.8	-7	-2.6	-10	29	-0.4
CC(C)Nc1cc(C(C)(C)C)nc2c(-c3ccccc3)cnn12	-24	4	20	1.5	-5	0.3	-11	-61	1.0
COc1ccc(-n2c(NNC(C)=O)nc3sc4c(c3c2=O)CCCC4)cc1	-7	-8	14	0.6	-10	0.8	-4	-2	0.1
O=C(NC1CCCCC1)N1CCC(c2nc3ccccc3[nH]2)CC1	-3	1	21	-0.2	-25	-0.5	-4	1	0.7
O=C(Nc1ccc2c(c1)CCC2)Nc1ccc(F)cc1F	21	-9	-10	-0.1	9	0.8	5	9	1.2
COc1cc(/C=C/C(=O)O)cc(S(=O)(=O)Nc2ccc3c(c2)CCC3)c1OC	-8	-1	-5	0.1	-5	0.3	-7	15	0.7
CSc1ccccc1C(=O)OCC(=O)Nc1c(C)n(C)n(-c2ccccc2)c1=O	.	.	-13	1.7	-5	.	.	-19	.
Cn1cccc1CC(=O)NNC(=S)NC(=O)c1ccc(F)cc1	7	-1	15	0.2	-5	-0.1	14	8	-0.4
COc1ccc(NC(=O)c2cc(S(=O)(=O)N3CCCCC3)ccc2OC)cc1	5	-23	-4	1.7	-1	2.1	2	-21	0.7
COCC(=O)Nc1ccccc1C#N	11	-10	26	-0.1	-4	0.3	-5	-20	-0.6
Cc1cccc(OCC(=O)Nc2ccc3c(c2)nc(CCN2CCC(C)CC2)n3C)c1	-14	-5	17	1.3	-14	0.1	-11	-7	1.3
O=S(=O)(c1ccc(-c2csc(Nc3ccc(F)cc3)n2)cc1)N1CCCC1	22	-4	14	3.5	-1	0.0	-8	21	-0.8
O=C(CCSc1ccc(F)cc1)NNC(=O)c1ccccc1Cl	0	-6	16	1.6	-29	1.8	.	11	1.1
COc1ccc(S(=O)(=O)N2CCCC(C(=O)N3CCN(C)CC3)C2)cc1C (stereo not drawn)	-23	-3	15	-0.2	-14	-1.2	-21	-1	-0.1
Cc1nc2ccccn2c1CN(C)C(=O)C1CCC(=O)N(Cc2cccc(F)c2)C1 (stereo not drawn)	-7	-2	-1	0.4	-8	0.5	-11	0	5.4
CCN(CC)C(=O)C1CCN(Cc2cccc(OCc3ccccc3)c2)CC1	-16	-13	6	-0.1	-3	-0.9	5	3	0.4
O=C(Nc1ccnn1C1CCN(Cc2ccc(CO)o2)CC1)c1cccc(F)c1	.	.	-5	-0.4	6	.	.	-16	.
Cc1cnnc2c1-c1nonc1CC2	4	-8	11	0.1	-13	1.9	-4	-1	-0.4
COc1cccc(NC(=S)N2CCC(N(C)CC3CCCO3)CC2)c1 (stereo not drawn)	-13	-2	16	-0.2	-3	0.2	-7	-20	0.6
C=CCNC(=S)N/N=C/c1ccc(-c2cc(Cl)ccc2Cl)o1	-15	-1	5	0.6	-1	-0.5	2	12	0.2

# Pulled by compound from the entries so far, 2 records:
SMILES	CHO parental Ca	OXTR potentiate	M1 PAM parental	M1 ag parental	CHO-K1 Ca antag	OXTR ag	GPR7 antag	TAAR1 antagonist	V1aR counter
Cc1nc2ccccn2c1CN(C)C(=O)C1CCC(=O)N(Cc2cccc(F)c2)C1 (stereo not drawn)	-7	-2	-1	0.4	-8	0.5	-11	0	5.4
COc1cc(/C=C/C(=O)O)cc(S(=O)(=O)Nc2ccc3c(c2)CCC3)c1OC	-8	-1	-5	0.1	-5	0.3	-7	15	0.7

# (listing goes on)
SMILES	CHO parental Ca	OXTR potentiate	M1 PAM parental	M1 ag parental	CHO-K1 Ca antag	OXTR ag	GPR7 antag	TAAR1 antagonist	V1aR counter
CCCCN(C(=O)c1cc2c(s1)CCC2)c1c(N)n(CCCC)c(=O)[nH]c1=O	-1	-6	-16	-0.2	-7	-1.2	.	-31	-1.9
Cc1ccccc1NC(=O)CN1CCc2ccccc2C1	4	-18	-14	-0.4	0	-1.8	-6	-20	-0.4
Cc1ccccc1NC(=O)CCCCCN1C(=O)[C@@H]2Cc3ccccc3CN2C1=O	-26	2	9	15	-6	-1.7	5	-16	0.9
O=C(O)c1cc2ccccc2c2cc(Br)ccc12	-9	3	-1	1.0	-7	0.7	-14	-6	-0.5
Cc1ccnc2nc(C(=O)Nc3nc(-c4ccccn4)cs3)nn12	-19	-13	2	0.7	-7	-0.8	4	-18	-0.6
COc1ccc(S(=O)(=O)Nc2c(C)n(C)n(-c3ccccc3)c2=O)cc1	-6	-4	11	-0.4	-4	0.4	-12	-4	-1.3
Cc1ccc(S(=O)(=O)c2ccc(Cl)cc2)cc1S(=O)(=O)N(C)CC(=O)O	-13	-3	14	0.2	0	-1.1	-2	-17	0.4
O=C(COC(=O)C1CCN(S(=O)(=O)c2ccccc2)CC1)NCCc1ccccc1	-6	-8	15	0.9	-16	0.9	.	-25	1.2
O=C(Nc1nc2ccccc2s1)C1CCN(C(=O)c2ccco2)CC1	-10	-7	3	3.1	-7	5.1	7	-9	6.1
CCC1CN(C(=O)NCc2ccccc2)c2cc(Cl)ccc2O1 (stereo not drawn)	.	.	0	-1.4	-9	.	-5	2	.
O=C(Nc1ccc2ncccc2c1)Nc1ccc2ncccc2c1	-14	0	-2	1.9	8	4.5	5	2	6.8
CCOc1ccccc1OCCCC(=O)N1CCN(S(=O)(=O)c2ccccc2C#N)CC1	.	.	5	2.1	4	.	.	30	.
Cn1nc(C(=O)Nc2ccc(Cl)cc2)cc1C(=O)Nc1ccc(Cl)cc1	3	-6	13	1.9	-11	-0.1	-8	7	1.2
CCCS(=O)(=O)NC(=O)C1(C)CCCN(C(=O)c2sccc2C)C1 (stereo not drawn)	.	.	19	1.2	-6	.	.	0	.
COC(=O)C1=C(C)N(CCCCCC(=O)O)C(=O)NC1c1ccccc1 (stereo not drawn)	3	-2	-17	0.2	-6	-0.1	.	-15	0.1
CC(=O)NCC(=O)N(c1ccccc1)C1(C(=O)NC2CCCCC2)CCCCC1	-15	-1	-3	-0.4	-5	0.5	-7	4	0.2
O=C(NCCS(=O)(=O)N1CCN(c2ccc(F)cc2)CC1)c1ccco1	-12	-5	4	1.0	-8	-1.5	.	-16	0.5
CC(C)Oc1cccc(C(=O)C2CCCN(Cc3ccc4nonc4c3)C2)c1 (stereo not drawn)	-15	-17	12	0.1	-18	-2.5	-6	-7	-0.4
CC(=O)N1C(=S)NC(=O)/C1=C1/C(=O)N(CC(=O)Nc2cccc(C)c2)c2ccccc21	-4	-4	21	0.4	-4	-0.3	2	-14	-0.5
O=C(CCNC(=O)c1ccc(Cl)cc1)NCCC1=CCCCC1	-6	-5	-19	-0.2	14	-2.3	.	-25	-1.4
CCC1(C)N(O)C(C)(C)C(c2ccc(OC)cc2)=[N+]1[O-] (stereo not drawn)	-7	-1	17	0.7	-5	0.1	-9	-21	0.2
CCOC(=O)c1ccc2c(c1)nc(COc1ccc3ccccc3c1)n2CC	-16	-7	30	3.3	-12	3.2	14	-3	2.2
Cc1ccc(S(=O)(=O)N2C[C@H]3C(=O)C[C@@H](c4ccccc4)N(S(=O)(=O)c4ccc(C)cc4)[C@H]3C[C@H]2c2ccccc2F)cc1	.	.	4	0.5	14	.	.	-8	.
CCOc1cc(NC(=S)NCc2ccco2)c(OCC)cc1NC(=O)CC(C)C	-12	-9	-10	-0.4	11	-1.8	-6	-12	-0.1
Cc1nc2ccc(C(=O)OCC(=O)N(C)c3ccccc3)cc2nc1C	.	.	-6	0.2	-5	.	.	-4	.
COc1cccc(CC(NC(C)=O)C(=O)NC2CCN(C(=O)C3CCCCC3)CC2)c1OC (stereo not drawn)	.	.	-7	0.2	-3	.	-8	-5	.
CCC(=O)N1CCCC(C)(C(=O)Nc2ccc3oc(CC)nc3c2)C1 (stereo not drawn)	.	.	-11	-0.3	5	.	.	4	.
O=C(NCCC(=O)N(CCc1ccccc1)Cc1ccccc1)c1ccc([N+](=O)[O-])cc1	-22	-8	-1	2.5	-5	-2.2	.	9	-1.0
O=C(/C=C/c1ccc(-c2ccccc2[N+](=O)[O-])o1)c1ccc(Br)cc1	-10	-8	15	0.6	-17	0.4	-1	14	1.2
Nc1nnc(SCC(=O)Nc2ccc(N3CCOCC3)cc2)s1	-7	-1	-12	0.8	9	0.6	.	1	1.1
S=C(NCCc1ccccc1)Nc1ccc(Nc2ccccc2)cc1	-15	-14	9	0.4	4	-0.8	-20	24	1.8
COc1cn(-c2ccccc2)nc1C(=O)Nc1ccc(C)cc1	-25	-9	6	-0.3	-17	-0.8	-2	8	-1.1
COc1ccccc1C(=O)NC(=O)OCCn1c(C)cnc1[N+](=O)[O-]	-3	-16	17	0.3	-10	-0.1	-8	-11	-0.3
COc1ccccc1C(=O)NCCC(=O)N(C)Cc1cccs1	-4	-5	11	0.9	-12	0.8	.	-27	1.4
CCNC(=S)N(Cc1ccc2c(c1)OCO2)C1CC(=O)N(c2ccc(OC)cc2)C1=O (stereo not drawn)	-13	-17	-7	1.0	4	2.7	4	6	2.8
CC(C)(C)CC(=O)Nc1nnc(-c2cccs2)s1	-6	-5	-2	-0.1	-9	-0.7	-6	9	0.9
CCn1c(=O)cc(OCC(=O)N2CCN(c3ccc(F)cc3)CC2)c2ccccc21	-16	4	23	3.1	-9	-1.9	-7	19	-0.2
CCN1/C(=C/c2ccc3ccccc3[n+]2CCCS(=O)(=O)[O-])C=Cc2cc(C)ccc21	.	.	-10	0.3	1	.	2	4	.
COC(=O)CCCNS(=O)(=O)c1ccc2ccccc2c1	-14	0	15	0.7	-15	0.1	-8	7	-0.3
Cc1c(-c2cc(C(=O)O)no2)cnn1C	-11	-11	-13	-0.1	12	1.6	-5	6	8.6
CCCCNC(=O)c1sc2nc(C)cc(COC)c2c1-n1cccc1	-22	4	21	0.4	-13	-2.5	-7	-4	-2.1
